Source: PubChem (National Center for Advancing Translational Sciences (NCATS))
WRN inhibitor = WRN helicase (human) inhibition | WRN helicase unwinding, fluorescent forked duplex, kinetic | AID 651768 | Potency, µM (titrated, usually from 114 µM), for inactives: at the highest dose activity change, negative = inhibition, actives largely listed as inhibitors | 360,000 compounds, 0.46% hits; further: potency means the concentration at half of the fitted maximal effect; on the % scale 0 is the no-effect control and ±100 the full control effect; nearly all actives have a fitted effect of over 55% in size
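Enzyme (20 nM final) and test compound sit together 15 min at room temperature before substrate addition. Substrate is a single-forked duplex oligonucleotide (100 nM) labelled with fluorophore and quencher, with 2 mM ATP; helicase unwinding raises red fluorescence, read kinetically.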
CCT modulator = changes cytosolic chaperonin activity; AID 651819; 360,000 compounds, 0.3% hits; activity change, % (concentration not given with the values), hits read low; purified chaperonin ATPase assay, HTRF ADP detection, 30 min; in the data active means activity change below about -30%; further: on the % scale 0 is the no-effect control and ±100 the full control effect
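First, chaperonin was dispensed at 40 nM or 20 nM final depending on batch activity. Next, compounds were pinned at 76 uM and ATP added at 10 uM. After 30 min at 37 °C, ADP detection reagents ran 30 min at ambient temperature.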
EPAC2 antag = EPAC2 (human) antagonism | Q8WZA2 | EPAC2 GEF exchange of Rap1B-BODIPY-GDP, fluorescence | Potency, µM (highest dose often 114 µM), without a hit: at the highest dose activity, negative = inhibition, usual class: inhibitors | 360,000 compounds, 0.18% hits | AID 720708; further: potency means the concentration at half of the fitted maximal effect; on the % scale 0 is the no-effect control and ±100 the full control effect; nearly all actives have a fitted effect of over 45% in size; many of its hits are not listed in these tables
PI5P4Ka inh = blocks human PI5P4K alpha kinase activity. P48426. PI5P4Kalpha enzyme, ADP-Glo luminescence, 60 min; active compounds read low. max response, %. 330,000 compounds, 1.2% hits; active means max response of -50% or lower; inconclusive means between -30% and -50%; inactive means -30% or higher; further: value at the top dose of about 77 µM; on the % scale 0 is the no-effect control and ±100 the full control effect
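ADP-Glo luminescence end-point read after a 60 min room-temperature kinase reaction of PI5P4Kalpha plus substrate, initiated with ATP at 5 microM final. Buffer: 0.038 M HEPES pH 7.4, EGTA, 0.1% CHAPS, 5% DMSO.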
PLK1 PBD block = inhibitors of human PLK1 polo-box domain binding. Potency, µM, without a hit: max response, negative = inhibition, most hits filed as inhibitors. P53350. Plk1 PBD binding of FITC phosphopeptide, fluorescence polarization. 360,000 compounds, 2.8% hits; further: potency means the concentration at half of the fitted maximal effect; series mostly up to about 57 µM; on the % scale 0 is the no-effect control and ±100 the full control effect; nearly all actives have a fitted effect of over 65% in size
MmCpn inh = inhibitors of Methanococcus maripaludis chaperonin (MmCpn) | purified Mm-Cpn ATPase, ADP Transcreener TR-FRET | Potency, µM (doses to about 76.9 µM), for the others: top-dose activity, negative = inhibition, actives largely listed as inhibitors | 330,000 compounds, 0.031% hits; further: potency means the concentration at half of the fitted maximal effect; on the % scale 0 is the no-effect control and ±100 the full control effect; nearly all actives have a fitted effect of over 80% in size
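Inhibition of chaperonin ATP hydrolysis is measured as reduced ADP production, detected by competitive TR-FRET in which signal falls with ADP. Final enzyme 25 nM and ATP 10 uM, reacted 30 min at 37°C.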
EPAC1 ag = activates human EPAC1 exchange factor; O95398; EPAC1 agonist qHTS, biochemical assay; response scale: 100% = response to 6.5 mM cAMP; Potency, µM (doses to about 154 µM), for the others: at the top dose activation, hits mostly activators; 360,000 compounds, 0.073% hits; further: potency means the concentration at half of the fitted maximal effect; nearly all actives have a fitted effect of over 60% in size
Target sequence (O95398 whole entry, looked up): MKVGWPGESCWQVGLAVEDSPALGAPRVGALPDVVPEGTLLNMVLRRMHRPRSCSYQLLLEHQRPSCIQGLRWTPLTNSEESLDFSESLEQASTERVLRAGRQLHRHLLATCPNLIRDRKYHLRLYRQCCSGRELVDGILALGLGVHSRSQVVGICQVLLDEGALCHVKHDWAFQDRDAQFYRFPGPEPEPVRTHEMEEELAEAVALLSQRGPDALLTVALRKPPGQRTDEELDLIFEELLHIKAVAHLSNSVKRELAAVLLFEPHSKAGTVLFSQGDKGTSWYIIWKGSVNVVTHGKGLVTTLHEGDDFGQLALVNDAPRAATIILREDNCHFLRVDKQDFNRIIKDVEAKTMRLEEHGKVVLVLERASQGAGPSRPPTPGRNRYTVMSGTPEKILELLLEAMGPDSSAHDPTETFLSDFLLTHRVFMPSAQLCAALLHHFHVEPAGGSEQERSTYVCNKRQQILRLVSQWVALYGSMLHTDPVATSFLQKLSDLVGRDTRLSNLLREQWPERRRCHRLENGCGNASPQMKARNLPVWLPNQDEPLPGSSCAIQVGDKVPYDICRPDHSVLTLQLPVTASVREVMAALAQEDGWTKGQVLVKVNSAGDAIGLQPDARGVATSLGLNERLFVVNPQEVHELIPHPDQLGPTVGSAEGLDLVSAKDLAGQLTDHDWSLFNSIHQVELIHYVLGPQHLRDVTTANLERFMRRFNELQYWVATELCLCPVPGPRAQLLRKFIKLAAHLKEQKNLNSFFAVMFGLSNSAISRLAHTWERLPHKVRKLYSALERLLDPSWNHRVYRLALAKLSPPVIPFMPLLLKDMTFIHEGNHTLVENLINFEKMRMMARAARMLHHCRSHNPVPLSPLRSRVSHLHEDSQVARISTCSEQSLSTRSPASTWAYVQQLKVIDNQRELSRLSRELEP
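Nucleotide exchange by EPAC1 (100 nM) on Rap1B–BODIPY-GDP (250 nM) in the presence of 50 uM GDP is tracked fluorescently at 480/540 nm over 30 min. Signals are normalized to a 6.5 mM cAMP control.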
EPAC1 antagonist = blocks human EPAC1 exchange factor; O95398; AID 720709; EPAC1 GEF assay, Rap1b-BODIPY-GDP exchange fluorescence; Potency, µM (top dose mostly 115 µM), for the others: top-dose activity change, negative = inhibition, hits mostly inhibitors; 360,000 compounds, 0.14% hits;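 further: potency means the concentration at half of the fitted maximal effect; plate controls were vehicle for no effect and positive control for full effect; nearly all actives have a fitted effect of over 50% in size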
Numbers without * were called inactive; ? = inconclusive; / = not tested or not shown; & = joins results of further samples; [ ] = another dose, or the depositor's remark. Unless noted, the call rests on the fitted dose curve; in most records, active means well fitted curve in the direction sought with a large enough effect; inconclusive means small, poorly fitted or top-dose-only effect, or another doubt; inactive means no such curve, though single readings can be large; an effect the other way counts as inactive or inconclusive. Only part of the results is shown; rates above refer to the full screens.

SMILES | WRN inhibitor | CCT modulator | EPAC2 antag | PI5P4Ka inh | PLK1 PBD block | MmCpn inh | EPAC1 ag | EPAC1 antagonist
CCC1CN(C(=O)NCc2ccc(F)cc2)c2cc(C)ccc2O1 (stereo not given) | 1% | -0.2 | ? | 8 | 3% | -1% | -13% | -1%
COc1ccc(NC(=O)N2CCCC2C(=O)NCc2ccc(F)cc2)cc1 (stereo not given) | -3% | -0.9 | -4% | 0 | -6% | 1% | 1% | 4%
COc1ccc(NC(=O)c2c(F)c(F)c(F)c(F)c2F)cc1Cl | 13%[57.1 µM] | -1.4 | -2% | 2 | -3% | 1% | -7% | -22%
CCN1C(=NCCc2cccnc2)N[C@@H](c2ccccc2)[C@H](C(=O)OC)[C@H]1C | -3% | -1.2 | -6% | 6 | 6% | 1%&-5% | -10% | 3%
COc1cccc(-c2cccc3c2NC(=O)C3(C)Cc2cccc(F)c2)c1 (stereo not given) | 2%[57.1 µM] | -2.6 | -22% | 8 | -4% | / | -3% | -20%
Cc1ccc(C)c(OCCCC(=O)Nc2ccccc2C(N)=O)c1 | 0% | -0.9 | -11%[57.1 µM] | 1 | -11% | -12% | -1% | -3%
CCN(CC)S(=O)(=O)c1ccc(OC)c(NC(=O)/C=C/c2ccco2)c1 | -8% | -0.5 | -5% | -26 | ? | 0% | -10% | -29%
O=C(NCCc1ccccc1)C(=O)c1cn(CC(=O)N2CCCC2)c2ccccc12 | -23% | 0.6 | -2% | -8 | -5% | 1% | 5% | 2%
CCCCN(C=O)c1c(CC)nc2ccc(C(=O)NCCOc3ccc(OC)cc3)cn12 | -2% | 1.6 | -14% | 3 | -2% | / | 6% | -5%
O=C(Cn1cnc2ccc(Cl)cc2c1=O)NC1CCS(=O)(=O)C1 (stereo not given) | -5% | -2.6 | -1% | -1 | -9% | 3% | 8% | -8%
CCCCn1c(N)c(N(CCOC)C(=O)c2cc(CC)c(C)s2)c(=O)[nH]c1=O | -4% | -0.6 | -3% | -4 | -14% | 1% | 4% | -12%
C[C@H](NC(=O)c1ccco1)C(=O)Nc1cc(S(=O)(=O)N2CCCC2)ccc1OCC(F)(F)F | 7% | -1.6 | 2% | 2 | 6% | 2% | 3% | 3%
CSc1nnc(NC(=O)c2cc3ccccc3oc2=O)s1 | 4% | -0.5 | -2% | -3 | 1% | -1% | -4% | -13%
CCOc1ccc(NS(=O)(=O)c2ccc(NC(=O)C3CC3)cc2)cc1 | -4% | -2.6 | 19% | 5 | -1% | 0% | 30% | -16%
CCN(C(=S)NC(=O)CCc1ccccc1)c1ccccc1 | -17% | -0.7 | 5% | -19 | ? | 0% | -4% | -6%
C=CCNC(=O)C(=O)N/N=C/c1cccc(Br)c1 | 3% | -0.9 | 5% | 0 | 5% | -2% | -2% | -15%
CCc1nc2ccc(C(=O)NCc3ccc4c(c3)OCO4)cn2c1N(CC)CCOC | -5% | 0.3 | 13% | -3 | 0% | / | -2% | -22%
COc1ccsc1C(=O)Nc1ccc(F)cc1F | 10% | 0.5 | 13% | -9 | ? | -3% | -9% | 1%
COc1ccc(-c2cc(C(=O)Nc3cc(C)ccc3O)no2)cc1 | -1% | -0.6 | -5% | -4 | 3% | 1% | 9% | 19%
C[C@@H](NCCCn1cnc2c(OCc3ccccc3)ncnc21)c1cccc2ccccc12 | -10% | -0.1 | 5% | 18 | -8% | / | 3% | -8%
CN(Cc1ccccc1)c1cc(Cl)nc(N)n1 | 0% | -2.7 | -14% | -11 | -13% | -2% | -17% | -8%
CCCOC(=O)CCNc1n[nH]c(=O)[nH]c1=O | 7% | -0.4 | 7% | 0 | -6% | 2% | 7% | 9%
CCc1nc(Sc2nnnn2-c2ccccc2)c2c3c(sc2n1)CCCC3 | -34%[57.1 µM] | -0.7 | 9% | -1 | -4% | -2% | 5% | 11%
CC(=O)c1ccc(S(=O)(=O)N2CCC3(CC2)CC(=O)c2ccccc2O3)cc1 | -3% | -4.3 | -3% | 5 | -5% | 0% | 6% | -5%
O=C1CCNc2cc3ccccc3cc21 | ? | -0.6 | -3% | ? | 21µM* | -24% | -4% | -21%

Carrying on.
SMILES | WRN inhibitor | CCT modulator | EPAC2 antag | PI5P4Ka inh | PLK1 PBD block | MmCpn inh | EPAC1 ag | EPAC1 antagonist
O=C(NCCCl)C1Cc2c(ccc3ccccc23)O1 (stereo not given) | 8% | -4.0 | 1% | -7 | -15% | 1% | 0% | 6%
CCOC(=O)CC(=O)CSc1nc2c(c(-c3cccs3)c1C#N)CCC2 | -12% | -2.0 | 5% | -3 | -10% | -12% | 2% | -14%
CC(C)[C@H](NC(=O)c1ccccc1)C(=O)OCC(=O)NCc1ccc2c(c1)OCO2 | -21% | 1.2 | -12% | 4 | -4% | -3% | 3% | -8%
Cc1ccc(N2CC(C)Cn3c2nc2c3c(=O)n(CC(=O)OCc3ccccc3)c(=O)n2C)cc1C (stereo not given) | 5% | 1.3 | 10% | / | -7% | -4% | 6% | 6%
CCN(CC)CCCNC(=O)CCn1nc(-c2ccccc2)ccc1=O | 5% | -4.3 | 3% | 1 | -12% | 1% | 3% | -20%
O=C(CSc1nnc(NC(=O)c2cccc(F)c2)s1)NCc1ccco1 | 0% | -0.4 | 0% | 0 | -3% | -6% | -3% | -3%
CCn1c(SCC(=O)Nc2ccc(OC)c(OC)c2)nnc1-c1ccco1 | 8% | -0.6 | 3% | -9 | -15% | 0% | 2% | -4%
CCC1(C)Cc2ccccc2/C(=C/C(=O)N2CCCCC2)N1 (stereo not given) | -7% | -2.2 | 0% | 14 | -14% | -9% | -7% | -19%
O=C(Cc1ccc(Br)cc1)NNC(=O)Nc1ccc(Cl)cc1 | -5% | 1.5 | 3% | 2 | -7% | 5% | -3% | 8%
CCCCc1nc(NCC2CCCO2)c(C#N)c2c1COC(C)(C)C2 (stereo not given) | -5% | -2.7 | 12% | 0 | -6% | 1% | -11% | 11%
CCC(C)(C)n1nnnc1CN1CCN(c2ccc(OC)cc2)CC1 | 8% | -0.5 | -20% | 1 | 2% | -1% | -10% | 14%
COc1ccc(N2C(=O)[C@@H]3[C@H](C2=O)[C@H](C(C)=O)N2c4ccccc4C=C[C@@H]32)cc1 | 1% | -0.1 | 5% | -12 | -7% | -1% | -5% | 7%
CN(C)C1=NC[C@H](Cc2ccccc2)N1CCCCc1ccccc1 | -9% | 0.4 | 12% | 0 | 0% | 3% | 3% | -3%
O=C1CC(c2ccc(F)cc2)Cc2nc(N3CCOCC3)ncc21 (stereo not given) | -26%[57.1 µM] | -0.5 | -2% | -8 | -23% | 2% | 3% | 1%
Cc1cc(-n2c(C)cc(C(=O)CN3C(=O)NC4(CCCCC4C)C3=O)c2C)no1 (stereo not given) | -7% | -1.4 | 1% | / | 2% | -3% | 3% | 7%
COc1cccc(-n2c(SCC(=O)N3c4ccccc4CC3C)nnc2-c2ccco2)c1 (stereo not given) | -8% | 0.9 | 5%[57.1 µM] | -13 | -3% | 1% | 7% | 13%
CCN(Cc1ccccc1)S(=O)(=O)c1csc(C(N)=O)c1 | 2% | -0.1 | -20% | 1 | -7% | -3% | 4% | 6%
Cc1ccn(-c2cccc(-n3ccc(C)n3)n2)n1 | -28% | -0.8 | -3% | 11 | -2% | 2% | -4% | -5%
O=C(CCNC(=O)c1ccccc1Cl)NCCc1ccc(C(F)(F)F)cc1 | 0% | 0.6 | -3% | -3 | 2% | -1% | -6% | 9%
CC(=O)Nc1ccc(NC(=O)CSc2ncnc3sc(C)c(C)c23)cc1 | 0% | 0.6 | 13% | -10 | -5% | -4% | -4% | -6%
CSc1ccc(/C=N/NC(=O)c2ccc(-n3cnnn3)cc2)cc1 | -3% | -1.2 | 12% | 0 | -4% | -2% | -6% | -1%
Cc1ccc2c(c1)N(S(=O)(=O)c1cc(-c3onc(C)c3C)ccc1C)CCO2 | -5% | -7.7 | -17% | 8 | -16% | 1% | -5% | -21%
CC(C(=O)O)N1c2cccc3cccc(c23)S1(=O)=O (stereo not given) | -14% | 1.2 | 5% | -15 | -18% | -1% | 4% | -9%
CCCc1cc(=O)oc2c(C)c(OC(C)C(=O)NCc3ccccn3)ccc12 (stereo not given) | -3% | -2.2 | -1% | 6 | -5% | -4% | 7% | -12%
O=C(NCC1CCCCC1)c1ccc([N+](=O)[O-])cc1 | 5% | -3.5 | 9% | -3 | -10% | -2% | -14% | -20%

(listing goes on)
SMILES | WRN inhibitor | CCT modulator | EPAC2 antag | PI5P4Ka inh | PLK1 PBD block | MmCpn inh | EPAC1 ag | EPAC1 antagonist
Cc1ccccc1COC(=O)CCC1=NS(=O)(=O)c2ccccc2N1 | -6% | -0.8 | 6% | -2 | -4% | 1% | 11% | -5%
CC1CCCCN1Cc1ccc(N(C)C)cc1 (stereo not given) | -3% | 0.2 | 4% | / | -7% | -5% | 10% | 13%
Fc1ccc(C(c2nnnn2C2CCCC2)N2CCN(Cc3ccncc3)CC2)cc1 (stereo not given) | -29% | 0.2 | 8% | -6 | -11% | 1% | 15% | -10%
C#CCONC(=O)c1cc(OCC(F)(F)F)ccc1OCC(F)(F)F | 6% | 0.1 | 3%[57.1 µM] | 2 | -3% | -2% | 0% | -28%
COc1ccc(OC)c(NC(=O)C(=O)NNC(=O)COc2ccc(Br)cc2C)c1 | -18% | -1.0 | -1% | -2 | -13% | -1% | 0% | ?
CCN(CC(=O)NCc1ccc(F)cc1)C(=O)C1CC1C (stereo not given) | 6% | -3.1 | -3% | -1 | -8% | -6% | 2% | -4%
O=C(O)C1Nc2ccc(C(F)(F)F)cc2C2OCCC12 (stereo not given) | 2% | 1.2 | 15% | -1 | 5% | / | 1% | -4%
Nc1c(CNCc2nnn(Cc3ccccc3)c2N)nnn1Cc1ccccc1 | -7% | -5.0 | 7% | -1 | 2% | / | 10% | -1%
CC(=O)c1cccc(NC(=O)Nc2c(C)nn(C)c2C)c1 | 0% | -0.7 | 9% | 0 | -1% | -1% | 3% | 5%

Four compounds picked at random from the list so far, as already listed:
SMILES | WRN inhibitor | CCT modulator | EPAC2 antag | PI5P4Ka inh | PLK1 PBD block | MmCpn inh | EPAC1 ag | EPAC1 antagonist
CSc1ccc(/C=N/NC(=O)c2ccc(-n3cnnn3)cc2)cc1 | -3% | -1.2 | 12% | 0 | -4% | -2% | -6% | -1%
CCCCN(C=O)c1c(CC)nc2ccc(C(=O)NCCOc3ccc(OC)cc3)cn12 | -2% | 1.6 | -14% | 3 | -2% | / | 6% | -5%
O=C(NCCCl)C1Cc2c(ccc3ccccc23)O1 (stereo not given) | 8% | -4.0 | 1% | -7 | -15% | 1% | 0% | 6%
CCN(CC)CCCNC(=O)CCn1nc(-c2ccccc2)ccc1=O | 5% | -4.3 | 3% | 1 | -12% | 1% | 3% | -20%
